# Screening data as filed in PubChem.
# CHRM1 PAM: positive allosteric modulators of human M1 muscarinic receptor; activation, % at 3 µM; 360,000 compounds, 0.088% hits; CHO-K1 hM1, Fluo-8 calcium fluorescence, ACh EC20; 0% = ACh EC20, 100% = maximal ACh; P11229; AID 588819; in the data active means activation above about 19%, passing the limit was not always enough
# Target sequence (P11229 whole entry, looked up): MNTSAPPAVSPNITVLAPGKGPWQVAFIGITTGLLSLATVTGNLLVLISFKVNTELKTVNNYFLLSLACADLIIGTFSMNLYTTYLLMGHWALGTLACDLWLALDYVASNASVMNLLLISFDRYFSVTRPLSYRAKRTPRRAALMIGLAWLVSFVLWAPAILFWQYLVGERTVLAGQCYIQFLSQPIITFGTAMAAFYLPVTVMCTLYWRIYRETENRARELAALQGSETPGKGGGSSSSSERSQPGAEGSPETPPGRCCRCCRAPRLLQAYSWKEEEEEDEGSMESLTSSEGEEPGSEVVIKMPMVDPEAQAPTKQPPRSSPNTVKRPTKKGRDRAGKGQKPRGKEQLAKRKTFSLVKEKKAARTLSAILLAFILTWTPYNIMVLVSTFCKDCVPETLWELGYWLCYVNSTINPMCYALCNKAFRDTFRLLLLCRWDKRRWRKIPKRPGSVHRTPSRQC
# CRFR2-BP antag: CRF-BP/CRF-R2 complex antagonism | 350,000 compounds, 0.59% hits | inhibition, % at 11.8 µM | HEK293 CRF-R2/CRF-BP, CRF-induced calcium fluorescence | AID 588475;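 active means inhibition of the ligand-induced calcium signal above about 50% at the single tested concentration, limit read from the data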
# M4 antag: blocks acetylcholine activation of human M4 receptor | P08173 | CHO-hM4 cells, ACh EC80, Fluo-8 calcium fluorescence | inhibition, % at 3 µM | 360,000 compounds, 0.73% hits | AID 624125;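 active means inhibition above its plate's cutoff, the mean inhibition of sample wells plus 3 SD, cut at about 27% in these data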;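 further: 0% = acetylcholine EC80 with DMSO and 100% = DMSO without agonist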
# Target sequence (P08173 whole entry, looked up): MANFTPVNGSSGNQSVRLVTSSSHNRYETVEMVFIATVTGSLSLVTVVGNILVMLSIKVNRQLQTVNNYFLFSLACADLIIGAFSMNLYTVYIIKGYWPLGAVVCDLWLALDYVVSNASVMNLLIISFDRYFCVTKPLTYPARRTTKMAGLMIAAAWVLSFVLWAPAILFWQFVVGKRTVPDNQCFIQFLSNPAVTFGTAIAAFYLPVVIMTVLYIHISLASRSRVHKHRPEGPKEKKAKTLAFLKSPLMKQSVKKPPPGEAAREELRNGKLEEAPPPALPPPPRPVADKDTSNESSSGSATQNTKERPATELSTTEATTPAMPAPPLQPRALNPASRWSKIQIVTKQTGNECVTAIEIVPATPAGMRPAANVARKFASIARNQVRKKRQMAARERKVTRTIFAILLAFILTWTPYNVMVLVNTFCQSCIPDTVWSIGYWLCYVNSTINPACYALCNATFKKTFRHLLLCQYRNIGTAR
# CHRM5 agonist: CHRM5 agonism in calcium assay; P08912; CHO-K1 hM5 cells, Fluo-8 calcium fluorescence; 0% DMSO wells, 100% maximal acetylcholine response; 360,000 compounds, 0.19% hits; activation, % at 3 µM;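 active means activation above the run's mean over test compounds plus 3 SD, cut at about 23% in these data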;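 further: signal is peak over basal fluorescence ratio across the kinetic read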
# CRFR2-BP ag: CRF-BP/CRF-R2 complex agonism; AID 588473; HEK293 CRF-R2/CRF-BP, calcium dye fluorescence (FLIPR); percent of saturating CRF peptide response; activation, % at 13.2 µM; 350,000 compounds, 0.46% hits;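 active means activation of at least 50%, plus an integration ratio under a set limit after plate pattern correction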;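 further: plate controls were neutral control wells without compound for no effect and CRF at EC100 for full effect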
# M4 PAM: positive allosteric modulators of human muscarinic M4 receptor; AID 624126; P08173; activation, % at 3 µM; CHO-K1 hM4/Gqi5, Fluo-8 calcium fluorescence, ACh EC20; 0% = ACh EC20, 100% = maximal ACh; 360,000 compounds, 0.4% hits;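 active means activation above its plate's cutoff, the mean activation of sample wells plus 3 SD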; further: some results filed as inactive read as strong as hits
# M5 PAM: potentiates acetylcholine response at human M5 receptor; P08912; CHO-K1 hM5, Fluo-8 calcium, ACh EC20 PAM; 0% = ACh EC20, 100% = ACh EC100; activation, % at 3 µM; 360,000 compounds, 0.3% hits;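 active means activation above the run cutoff, the mean activation of all test compounds plus 3 SD, cut at about 18% in these data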
#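 System: CHO-K1 hM5 cells. Reagent: acetylcholine, EC20 level. Compound dosing: single dose, 3 µM nominal final test concentration. Timing: Post-acetylcholine fluorescence recording 140 s. Detection: Fluo-8 calcium fluorescence. Read-out: % activation, ACh-normalized. Benchmarks: ACh EC20 and EC100 wells. Repeats: singlicate, one well per test compound.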
# M4 ag: agonists of human muscarinic M4 receptor (CHRM4); activation, % at 3 µM; CHO-K1 hM4/Gqi5, Fluo-8 calcium fluorescence; vehicle 0%, full acetylcholine response 100%; P08173; 360,000 compounds, 0.14% hits; AID 624127;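 active means activation above the run mean over all test wells plus 3 SD, cut at about 32% in these data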;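 further: peak over basal fluorescence ratio per well then scaled between controls; 0% = DMSO wells and 100% = acetylcholine at EC100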
# M5 antag: CHRM5 antagonism in calcium assay; P08912; CHO-hM5 cells, Fluo-8 calcium fluorescence, ACh EC80; inhibition, % at 3 µM; 360,000 compounds, 0.59% hits;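 active means inhibition above a per-plate cutoff, the mean of that plate's test compounds plus 3 SD, cut at about 27% in these data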;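 further: 0% = acetylcholine EC80 with DMSO and 100% = DMSO without agonist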
# * hit, by the source's call; nt = no result given.
SMILES,CHRM1 PAM,CRFR2-BP antag,M4 antag,CHRM5 agonist,CRFR2-BP ag,M4 PAM,M5 PAM,M4 ag,M5 antag
Nc1nc(SCC(=O)Nc2ccc(C(F)(F)F)cc2)[nH]c(=O)c1NC(=O)c1ccc(F)c(F)c1,9,-1,1,-2,1.1,6,1,0,3
COc1ccc(-c2nn(-c3ccccc3)cc2C(=O)n2nnc3ccccc32)cc1,-6,-27,11,-3,1.4,-3,2,0,2
NC(CO)C12CC3CC(CC(C3)C1)C2 (configuration not stated),6,8,-4,0,5.9,3,5,1,3
COc1ccc(/C(N)=N/OC(=O)c2ccc(Br)o2)cc1,8,-4,12,-2,-0.1,1,3,-1,7
O=c1oc2ccccc2n1Cc1ccccc1F,8,-18,-12,-7,0.1,-4,2,1,2
Cc1ccc(C(OCC(O)CNCc2ccc(F)cc2)c2ccccc2)cc1 (configuration not stated),3,-5,14,4,4.0,-4,-4,22,10
CCN1C(=O)CC(C(=O)Nc2ccc(F)cc2)SC1=Nc1cccc(OC)c1 (configuration not stated),-3,-27,3,-1,6.8,2,-10,7,13
COc1ccc(OCC(O)CN2CCNCC2)cc1 (configuration not stated),-2,-1,-12,2,0.8,3,2,1,-7
CC(C)(C)C(=O)N1CCN(c2nc3ccccc3s2)CC1,12,49,-6,-2,-1.3,2,2,4,-2
CCOC(=O)CSc1nc2sc3c(c2c(=O)n1-c1ccc(OCC)cc1)CCN(C)C3,9,-19,-5,-4,13,-2,-2,-1,14
Cc1nc(N2CCOCC2)nc(OC(C)C)c1[N+](=O)[O-],14,23,9,-8,-0.2,-1,-2,-1,7
O=S(=O)(Nc1ccc(S(=O)(=O)Nc2nccs2)cc1)c1ccc2c(c1)OCCO2,9,18,5,2,0.1,-3,3,0,-1
O=C(CN1C(=O)c2ccccc2S1(=O)=O)NCCSc1ccccc1,3,7,-3,-3,0.0,4,-18,3,9
Cc1ccc(N2N=C(c3ccc(Br)cc3)CCC2=O)cc1,3,-38,4,-2,-1.6,-3,5,0,2
COc1ccccc1NS(=O)(=O)c1cc(N)ccc1N1CCCC1,-11,-4,-7,0,-2.2,1,0,0,-6
COCCCN(C(=O)CCOc1ccc(C(C)(C)C)cc1)c1c(N)n(Cc2ccccc2)c(=O)[nH]c1=O,12,-1,-6,3,-0.5,6,0,1,5
COC(=O)COc1cccc(NC(=O)c2ccc(C)cc2)c1,6,21,-3,-2,0.1,-6,-7,3,6
C/C(=N\N1CCN(Cc2ccc(C)cc2)CC1)c1ccco1,16,4,2,-2,-1.1,9,4,1,-7
O=C(Cn1c(=S)[nH]c2ccccc2c1=O)N1CCN(c2ccc(F)cc2)CC1,-5,4,3,4,-2.0,-3,-4,11,9
Cc1cc2c(c(SCC(N)=O)n1)C(=O)OC2,2,-3,-11,-2,7.4,-1,2,1,-4
CCC1=NN2C(=N)/C(=C\c3ccc(OCc4cc(=O)n5nc(CC)sc5n4)c(OC)c3)C(=O)N=C2S1,-1,5,2,-1,1.4,2,-2,3,3
COc1cc(NC(=O)c2ccc(Cl)cc2)c(Cl)cc1NC(=O)c1cccnc1,10,-14,-12,-3,-0.9,4,5,1,-1
CCOC(=O)c1c(CN2CCN(C)CC2)oc2ccc(OC)cc12,17,-9,-4,6,2.6,22,-3,2,0
CC[C@H](C)[C@H](NC(N)=O)C(=O)NNC(=O)c1ccc(COc2cccc3cccnc23)cc1,7,3,0,1,2.6,0,-1,1,3
CC(=O)c1c(C)[nH]c(C(=O)OCC(=O)Nc2ccc([N+](=O)[O-])cc2Cl)c1C,9,13,-1,-1,-0.4,2,3,1,-5
CCC(=O)c1cc2c(cc1NC(=O)c1cccs1)OCCO2,2,-20,-8,3,1.1,2,-4,nt,-4
Cc1ccsc1C(=O)N1CCCC(CCC(=O)NCc2ccccc2F)C1 (configuration not stated),2,7,-1,-2,-3.3,-7,0,1,2
COc1ccc(OC)c(NC2c3ccccc3C(=O)N2c2cccnc2)c1 (configuration not stated),7,-28,-21,-1,1.3,7,1,1,-6
NC(=S)Cc1ccccc1Cl,-3,7,5,-5,-1.8,-4,-7,0,20
CC(CCc1ccccc1)NC(=O)c1cncc(Br)c1 (configuration not stated),6,-11,-5,-4,-2.1,2,-3,1,1
CC(=O)N1CCc2cc(S(=O)(=O)CCC(=O)N3CCN(c4ccccc4F)CC3)ccc21,3,9,-14,-1,2.5,-4,2,6,-3
Cc1cc(F)ccc1S(=O)(=O)N1CCCOC1CNC(=O)C(=O)NCc1cccnc1 (configuration not stated),-3,7,8,-3,-0.2,-5,1,1,3
Cc1ccc(C)c(OCC(=O)NCC(C)(C)N2CCOCC2)c1,12,-6,-6,-3,0.9,14,2,1,5
Cc1ccc(C(=O)Nc2cc3c(cc2Cl)OCCCO3)cc1,-1,2,4,-1,3.0,-11,-7,0,2
O=C(NNC(=O)c1ccccc1O)c1ccc(-c2ccc([N+](=O)[O-])cc2)o1,-18,-3,-2,1,-0.4,-7,-9,13,12
O=C(Cn1cnc2c(nnn2Cc2ccccc2)c1=O)NCc1ccco1,11,15,-24,-1,-3.1,6,0,0,0

# In another format: 12 of the compounds above
SMILES	CHRM1 PAM	CRFR2-BP antag	M4 antag	CHRM5 agonist	CRFR2-BP ag	M4 PAM	M5 PAM	M4 ag	M5 antag
COc1cc(NC(=O)c2ccc(Cl)cc2)c(Cl)cc1NC(=O)c1cccnc1	10	-14	-12	-3	-0.9	4	5	1	-1
CCOC(=O)c1c(CN2CCN(C)CC2)oc2ccc(OC)cc12	17	-9	-4	6	2.6	22	-3	2	0
CC[C@H](C)[C@H](NC(N)=O)C(=O)NNC(=O)c1ccc(COc2cccc3cccnc23)cc1	7	3	0	1	2.6	0	-1	1	3
CC(=O)c1c(C)[nH]c(C(=O)OCC(=O)Nc2ccc([N+](=O)[O-])cc2Cl)c1C	9	13	-1	-1	-0.4	2	3	1	-5
CCC(=O)c1cc2c(cc1NC(=O)c1cccs1)OCCO2	2	-20	-8	3	1.1	2	-4	nt	-4
Cc1ccsc1C(=O)N1CCCC(CCC(=O)NCc2ccccc2F)C1 (configuration not stated)	2	7	-1	-2	-3.3	-7	0	1	2
COc1ccc(OC)c(NC2c3ccccc3C(=O)N2c2cccnc2)c1 (configuration not stated)	7	-28	-21	-1	1.3	7	1	1	-6
NC(=S)Cc1ccccc1Cl	-3	7	5	-5	-1.8	-4	-7	0	20
CC(CCc1ccccc1)NC(=O)c1cncc(Br)c1 (configuration not stated)	6	-11	-5	-4	-2.1	2	-3	1	1
CC(=O)N1CCc2cc(S(=O)(=O)CCC(=O)N3CCN(c4ccccc4F)CC3)ccc21	3	9	-14	-1	2.5	-4	2	6	-3
Cc1cc(F)ccc1S(=O)(=O)N1CCCOC1CNC(=O)C(=O)NCc1cccnc1 (configuration not stated)	-3	7	8	-3	-0.2	-5	1	1	3
Cc1ccc(C)c(OCC(=O)NCC(C)(C)N2CCOCC2)c1	12	-6	-6	-3	0.9	14	2	1	5

# Further entries:
SMILES,CHRM1 PAM,CRFR2-BP antag,M4 antag,CHRM5 agonist,CRFR2-BP ag,M4 PAM,M5 PAM,M4 ag,M5 antag
O=C(CS(=O)(=O)Cc1ccccc1)Nc1ccc(S(=O)(=O)N2CCCCCC2)cc1,4,5,3,0,-0.2,-6,-6,6,-1
CN1CCN(C(=O)/C=C/c2ccc(Cl)cc2)CC1,5,5,3,-3,1.0,2,-4,0,9
NS(=O)(=O)c1ccc(CCNC(=O)CSc2nc3c(sc(=S)n3-c3ccccc3)c(=O)[nH]2)cc1,16,2,-12,-1,-1.3,4,0,1,-6
Cc1ccc(S(=O)(=O)Nc2cc(C(=O)NCCN(C)C)ccc2N2CCCCC2)cc1,7,-68,6,-3,-1.3,11,4,2,-5
CC(C)(C)N(Cc1ccccc1)C(=O)COC(=O)Cn1[nH]c(=O)c2ccccc2c1=O,5,-28,1,1,-1.5,-2,1,3,-3
COc1ccc(/C=N/OCC(=O)N2CC3(C)CC2CC(C)(C)C3)cc1OC (configuration not stated),8,-1,-13,3,-0.2,4,-1,6,8
CCN1CCN(S(=O)(=O)c2ccc(S(=O)(=O)NCC3CCCO3)cc2)CC1 (configuration not stated),4,3,4,1,0.1,-2,-5,0,-1
COc1ccc(CNC(=S)Nc2ccc3nc(N4CCOCC4)cc(C)c3c2)cc1,4,-29,-16,-6,-1.1,-8,-5,7,-8
CC(=O)OCC(OC(C)=O)C(OC(C)=O)C(OC(C)=O)C(=O)Nc1ccccc1 (configuration not stated),8,2,-1,3,-1.5,11,16,1,-5
COc1ccc(Br)c(C(=O)OCC(=O)NC(=O)NC2CCCC2)c1,-1,-11,4,-4,0.2,1,-2,-1,2
CCN(CC)c1ccc(N=Nc2nn(C)c(C)c2[N+](=O)[O-])cc1,6,33,-4,-5,-2.7,-4,-2,-1,2
COc1cccc(/C=N/NC(=O)CCc2c(C)n[nH]c2C)c1O,4,8,15,-1,1.2,-1,-12,2,10

# For reference, part of the list above.
SMILES,CHRM1 PAM,CRFR2-BP antag,M4 antag,CHRM5 agonist,CRFR2-BP ag,M4 PAM,M5 PAM,M4 ag,M5 antag
NS(=O)(=O)c1ccc(CCNC(=O)CSc2nc3c(sc(=S)n3-c3ccccc3)c(=O)[nH]2)cc1,16,2,-12,-1,-1.3,4,0,1,-6
Cc1ccc(S(=O)(=O)Nc2cc(C(=O)NCCN(C)C)ccc2N2CCCCC2)cc1,7,-68,6,-3,-1.3,11,4,2,-5

# The list continues.
SMILES,CHRM1 PAM,CRFR2-BP antag,M4 antag,CHRM5 agonist,CRFR2-BP ag,M4 PAM,M5 PAM,M4 ag,M5 antag
CC(=O)c1ccc(-c2nnc(CCC(=O)N(C)Cc3c(C)nc4ccccn34)o2)s1,-3,0,-4,-2,0.7,-4,7,5,4
Cc1cc(C)nc(NS(=O)(=O)c2ccc(NC(=S)NC(=O)C(C)C)cc2)n1,-7,-3,9,-5,-1.9,-3,-3,0,6
O=C(CSc1nnc(Cc2ccc(Cl)cc2)o1)Nc1ccccc1,8,16,13,-5,-0.2,4,-1,2,10
COc1ccc(S(=O)(=O)ON=C2CC(C)(C)N(C(C)=O)C(C)(C)C2)cc1,5,14,-1,3,-1.8,4,6,2,5
Cc1ccc(N2CC(NS(=O)(=O)c3cccs3)CC2=O)cc1 (configuration not stated),5,19,-5,1,-0.8,9,1,3,-2
COc1ccc(C(=O)NCCS(=O)(=O)N2CCCC2)cc1,8,-13,4,0,0.6,1,-3,1,1
CCN1C(=O)/C(=C\N(C(C)=O)c2ccccc2)OC1=S,9,-15,3,1,-4.2,-3,1,1,3
COc1ccc(C(=O)Nc2ccc3c(c2)C(=O)NC3=O)cc1,4,3,0,1,-0.5,2,-3,0,1
C=CCNC(=S)N1CCC(C(=O)c2ccc(Cl)cc2)CC1,0,-7,-8,5,-2.2,-2,-10,7,15
CCOC(=O)N1CCN(S(=O)(=O)c2ccc3c(c2)CC(C)N3C(C)=O)CC1 (configuration not stated),6,8,-6,3,0.5,-4,-3,5,0
COc1cc(C(=O)NCC(=O)Nc2ccc(F)c(F)c2)ccc1OCC(=O)N1CCOCC1,3,-6,-19,-2,-0.9,4,4,1,-5
Cc1cccn2cc(CSc3ccccc3N)nc12,-5,6,10,-6,-0.8,-11,1,0,-8
